Bcl-B Bim block: inhibitors of Bim-Bcl-B interaction, human; Q9HD36; bead-based flow cytometry, Bim peptide-Bcl-B binding; inhibition, % at 10 µM; 190,000 compounds, 0.073% hits;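 also: 0% = tracer peptide without compound and 100% = reference inhibitor peptide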
Bcl-XL Bim block: inhibitors of Bim-Bcl-XL interaction, human | Q07817 | 190,000 compounds, 0.04% hits | Bim peptide-Bcl-XL binding, bead flow cytometry, fluorescence | inhibition, % at 10 µM
Target sequence (Q07817 whole entry, looked up): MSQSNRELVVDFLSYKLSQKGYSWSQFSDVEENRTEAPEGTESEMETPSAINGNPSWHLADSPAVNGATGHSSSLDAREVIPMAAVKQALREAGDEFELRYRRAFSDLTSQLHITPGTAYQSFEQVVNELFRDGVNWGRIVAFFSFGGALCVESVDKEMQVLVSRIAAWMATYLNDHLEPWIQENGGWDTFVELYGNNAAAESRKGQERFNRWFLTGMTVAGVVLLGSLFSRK
Bcl-2 Bim block: disrupts Bim peptide binding to human Bcl-2. Bead-based flow cytometry, Bim peptide-Bcl-2 binding. P10415. 190,000 compounds, 0.06% hits. inhibition, % at 10 µM; in the data active = inhibition above about 40%; inconclusive = no clear call, values can overlap the other calls;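 also: 0% = no compound wells with probe peptide and 100% = reference peptide inhibitor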
ABCG2 block: human ABCG2 inhibition, ABCB1 as counter-screen. 190,000 compounds, 0.1% hits. IgMXP3 cells, JC-1 efflux, flow cytometry. inhibition, % at 6.6 µM. Q9UNQ0;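 active = inhibition above 80%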;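 also: 0% = DMSO and 100% = nicardipine control wells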
Target sequence (Q9UNQ0 whole entry, looked up): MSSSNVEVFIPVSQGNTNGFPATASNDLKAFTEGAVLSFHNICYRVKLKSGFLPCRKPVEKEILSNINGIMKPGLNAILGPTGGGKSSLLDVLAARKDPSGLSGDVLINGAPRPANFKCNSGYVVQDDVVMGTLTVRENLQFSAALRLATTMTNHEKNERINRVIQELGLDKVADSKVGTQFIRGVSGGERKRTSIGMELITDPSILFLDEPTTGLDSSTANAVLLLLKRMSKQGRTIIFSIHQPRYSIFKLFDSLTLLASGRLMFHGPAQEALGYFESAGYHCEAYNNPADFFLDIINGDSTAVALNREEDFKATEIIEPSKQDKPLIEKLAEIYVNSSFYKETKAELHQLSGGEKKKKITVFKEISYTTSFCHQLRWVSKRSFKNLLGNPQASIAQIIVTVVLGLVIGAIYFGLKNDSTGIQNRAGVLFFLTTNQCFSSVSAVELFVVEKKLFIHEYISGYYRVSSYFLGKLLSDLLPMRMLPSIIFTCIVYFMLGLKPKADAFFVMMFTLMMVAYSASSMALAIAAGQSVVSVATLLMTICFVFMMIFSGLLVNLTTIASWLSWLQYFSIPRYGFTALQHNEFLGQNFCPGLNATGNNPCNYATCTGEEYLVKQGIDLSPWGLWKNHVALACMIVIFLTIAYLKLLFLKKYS
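Read-out basis: Efflux inhibition in percent versus controls | Test system: ABCG2 IgMXP3 and barcoded ABCB1 CCRF-Adr cell mix | Quantity: 3 million cells/mL in well | Schedule: 10 min at 25 °C | Control set: Nicardipine as high control, DMSO as low control | Reagent: JC-1 as fluorescent efflux pump substrate | Signal: Flow cytometry of retained JC-1 fluorescence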
ABCB1 inh: blocks JC-1 efflux by human ABCB1 transporter | inhibition, % at 6.6 µM | P08183 | 190,000 compounds, 0.067% hits | CCRF-Adr cells, flow cytometry; in the data active = inhibition above about 40%;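 also: 0% = vehicle and 100% = reference inhibitor; higher value means more JC-1 retained so stronger ABCB1 efflux block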
Bcl-W Bim block: inhibitors of Bim-Bcl-W interaction, human; Q92843; 190,000 compounds, 0.02% hits; AID 952; inhibition, % at 10 µM; bead-based flow cytometry, Bim peptide-Bcl-W binding;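 also: 0% = bound tracer without compound and 100% = peptide blocker; higher means less fluorescent Bim peptide bound to Bcl-W beads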
Target sequence (Q92843 whole entry, looked up): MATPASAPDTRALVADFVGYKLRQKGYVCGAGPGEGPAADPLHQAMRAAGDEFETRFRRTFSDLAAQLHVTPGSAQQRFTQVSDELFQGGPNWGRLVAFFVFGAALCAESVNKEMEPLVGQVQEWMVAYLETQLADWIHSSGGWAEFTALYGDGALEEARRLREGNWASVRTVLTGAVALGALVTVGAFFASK
Bim-Bfl-1: human Bim-Bfl-1 interaction inhibition; Q16548; Bead-based flow cytometry, Bim-Bfl-1 binding inhibition; inhibition, % at 10 µM; 190,000 compounds, 0.12% hits;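 also: 0% = wells without compound plus tracer and 100% = blocker peptide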
RGS8-Gao reg: human RGS8-Galphao interaction regulation. response (percent of control binding), % at 10 µM. P09471. multiplexed bead flow cytometry, RGS8-Galphao binding; actives lie on both sides. 220,000 compounds, 0.34% hits; in the data active = response below about 60% or above about 140%; inactive = in between;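 also: Galphao activated as the GDP aluminium fluoride complex binding bead-coupled RGS8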
RGS4-Gao reg: modulates binding of RGS4 to human Galphao; Multiplexed bead flow cytometry; actives lie on both sides; P09471; 220,000 compounds, 0.33% hits; AID 1415; binding response (% of control), % at 10 µM; in the data active = binding response below about 49% or above about 150%; inactive = in between;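 also: fluorescent Galphao activated with aluminum fluoride binding bead-coupled RGS4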
Mcl-1 Bim block: disrupts Bim peptide binding to human Mcl-1. Q07820. Bead-based flow cytometry, Bim peptide-Mcl-1 binding. inhibition, % at 10 µM. 190,000 compounds, 0.1% hits. AID 1009;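 also: 0% = no compound tracer wells and 100% = peptide blocker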
RGS7-Gao reg: modulates binding of RGS7 to human Galphao. binding response (% of control), % at 10 µM. P09471. 220,000 compounds, 0.35% hits. Multiplexed bead flow cytometry; actives lie on both sides; in the data active = binding response below about 49% or above about 150%; inconclusive = no clear call, values can overlap the other calls; inactive = in between;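 also: fluorescent Galphao held in activated GDP-AlF4 state binding bead-coupled RGS7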
* hit, by the source's call. Rule as the data show it, unless noted: active = inhibition above about 40%.

What do the screens show for `COC(=O)c1c(NC(=O)CN2C(=O)C(=O)N(CC(C)C)C2=O)sc2c1CCCCC2`?
Bcl-B Bim block: -8; Bcl-XL Bim block: -9; Bcl-2 Bim block: -9; ABCG2 block: 2; ABCB1 inh: 0.1; Bcl-W Bim block: -2; Bim-Bfl-1: -12; RGS8-Gao reg: 103; RGS4-Gao reg: 100; Mcl-1 Bim block: -5; RGS7-Gao reg: 103

How did CCc1c(C)nc(N)n2c(SCC(=O)Nc3ccccc3)nnc12 do in these assays?
Bcl-B Bim block: 1; Bcl-XL Bim block: -3; Bcl-2 Bim block: -3; ABCG2 block: 2; ABCB1 inh: 0.6; Bcl-W Bim block: -2; Bim-Bfl-1: -1; RGS8-Gao reg: 99; RGS4-Gao reg: 97; Mcl-1 Bim block: 0; RGS7-Gao reg: 97

Results for CN(Cc1ccccc1)CC(O)COc1ccc(CNCCCOc2cccnc2)cc1 (stereo not drawn) ?
Bcl-B Bim block: -5; Bcl-XL Bim block: -3; Bcl-2 Bim block: -4; ABCG2 block: 5; ABCB1 inh: 2.1; Bcl-W Bim block: -4; Bim-Bfl-1: -7; RGS8-Gao reg: 100; RGS4-Gao reg: 102; Mcl-1 Bim block: -5; RGS7-Gao reg: 102

How did CCCCOC(=O)/C(=C/c1cn(C)c2ccccc12)NC(=O)c1ccc(OC)cc1 do in these assays?
Bcl-B Bim block: -6; Bcl-XL Bim block: -6; Bcl-2 Bim block: -2; ABCG2 block: 12; ABCB1 inh: 2.3; Bcl-W Bim block: -1; Bim-Bfl-1: 0; RGS8-Gao reg: 104; RGS4-Gao reg: 100; Mcl-1 Bim block: -5; RGS7-Gao reg: 98

What do the screens show for `CC(=O)N1CC=C2C(C#N)=C(N)C(C#N)(C#N)C(CCc3ccccc3)C2C1` (stereo not drawn)?
Bcl-B Bim block: -4; Bcl-XL Bim block: -6; Bcl-2 Bim block: -5; ABCG2 block: 19; ABCB1 inh: 0.5; Bcl-W Bim block: 6; Bim-Bfl-1: -7; Mcl-1 Bim block: -1

Results for COC(=O)c1ccc(NC(=O)c2ccc(NC(=O)C3CCCO3)cc2)cc1 (stereo not drawn) ?
Bcl-B Bim block: -4; Bcl-XL Bim block: -4; Bcl-2 Bim block: -4; ABCG2 block: 2; ABCB1 inh: 0.3; Bcl-W Bim block: -2; Bim-Bfl-1: -6; RGS8-Gao reg: 102; RGS4-Gao reg: 103; Mcl-1 Bim block: -3; RGS7-Gao reg: 105

Results for CCN1CCN(C(=O)C2CCN(Cc3cc(Cl)ccc3O)CC2)CC1 ?
Bcl-B Bim block: -6; Bcl-XL Bim block: -7; Bcl-2 Bim block: -4; ABCG2 block: 1; ABCB1 inh: 0.2; Bcl-W Bim block: 3; Bim-Bfl-1: -10; RGS8-Gao reg: 100; RGS4-Gao reg: 96; Mcl-1 Bim block: 0; RGS7-Gao reg: 100

How did O=C1CN(C(=O)COC(=O)CNS(=O)(=O)c2ccccc2)c2ccccc2N1 do in these assays?
Bcl-B Bim block: -4; Bcl-XL Bim block: -4; Bcl-2 Bim block: -1; ABCG2 block: 0; ABCB1 inh: 0.5; Bcl-W Bim block: -1; Bim-Bfl-1: -4; RGS8-Gao reg: 99; RGS4-Gao reg: 98; Mcl-1 Bim block: -2; RGS7-Gao reg: inconclusive

What do the screens show for `COc1ccc(-n2c(SCC(=O)N3CCc4ccccc43)nnc2-c2c[nH]c3ccccc23)cc1`?
Bcl-B Bim block: -7; Bcl-XL Bim block: -3; Bcl-2 Bim block: 0; ABCG2 block: 10; ABCB1 inh: 1.1; Bcl-W Bim block: -4; Bim-Bfl-1: 0; RGS8-Gao reg: 96; RGS4-Gao reg: 86; Mcl-1 Bim block: -1; RGS7-Gao reg: 93

How did Cc1ccc(CNC(=O)COC(=O)CSc2cc(C)c(Br)cc2C)cc1 do in these assays?
Bcl-B Bim block: -3; Bcl-XL Bim block: -3; Bcl-2 Bim block: -2; ABCG2 block: 2; ABCB1 inh: 0.2; Bcl-W Bim block: -3; Bim-Bfl-1: -4; RGS8-Gao reg: 101; RGS4-Gao reg: 104; Mcl-1 Bim block: -4; RGS7-Gao reg: 99

What do the screens show for `CCOC(=O)c1c(-c2ccc(C)cc2)csc1NC(=O)/C(C#N)=C/c1ccc(O)c(OC)c1`?
Bcl-B Bim block: -14; Bcl-XL Bim block: -10; Bcl-2 Bim block: -10; ABCG2 block: 132*; ABCB1 inh: 117*; Bcl-W Bim block: -4; Bim-Bfl-1: -1; RGS8-Gao reg: 102; RGS4-Gao reg: 100; Mcl-1 Bim block: -6; RGS7-Gao reg: 98

How did O=C(CN1CCCCC1)Nc1cc(Cl)ccc1Oc1ccccc1 do in these assays?
Bcl-B Bim block: -1; Bcl-XL Bim block: -1; Bcl-2 Bim block: 0; ABCG2 block: 5; ABCB1 inh: 0.9; Bcl-W Bim block: 0; Bim-Bfl-1: -6; RGS8-Gao reg: 101; RGS4-Gao reg: 103; Mcl-1 Bim block: 0; RGS7-Gao reg: inconclusive

How did C/C(=N\NS(=O)(=O)c1ccc(C)c([N+](=O)[O-])c1)c1cccs1 do in these assays?
Bcl-B Bim block: -2; Bcl-XL Bim block: 0; Bcl-2 Bim block: 0; ABCG2 block: 4; ABCB1 inh: 1.0; Bcl-W Bim block: -1; Bim-Bfl-1: 0; RGS8-Gao reg: 100; RGS4-Gao reg: 98; Mcl-1 Bim block: 2; RGS7-Gao reg: inconclusive

Results for Cc1ccc[n+](CC(=O)c2ccc(NC(=O)c3ccccc3)cc2)c1 ?
Bcl-B Bim block: -2; Bcl-XL Bim block: -6; Bcl-2 Bim block: -4; ABCG2 block: 7; ABCB1 inh: 0.6; Bcl-W Bim block: -2; Bim-Bfl-1: -5; RGS8-Gao reg: 100; RGS4-Gao reg: 102; Mcl-1 Bim block: -3; RGS7-Gao reg: inconclusive

How did O=S(=O)(NCc1cccs1)NCc1ccccc1F do in these assays?
Bcl-B Bim block: 1; Bcl-XL Bim block: -1; Bcl-2 Bim block: -3; ABCG2 block: 1; ABCB1 inh: 0.1; Bcl-W Bim block: 0; Bim-Bfl-1: -5; RGS8-Gao reg: 101; RGS4-Gao reg: 99; Mcl-1 Bim block: 1; RGS7-Gao reg: 109

The final 2 records of the section above open the next one.
Results for Cc1ccc[n+](CC(=O)c2ccc(NC(=O)c3ccccc3)cc2)c1 ?
Bcl-B Bim block: -2; Bcl-XL Bim block: -6; Bcl-2 Bim block: -4; ABCG2 block: 7; ABCB1 inh: 0.6; Bcl-W Bim block: -2; Bim-Bfl-1: -5; RGS8-Gao reg: 100; RGS4-Gao reg: 102; Mcl-1 Bim block: -3; RGS7-Gao reg: inconclusive

How did O=S(=O)(NCc1cccs1)NCc1ccccc1F do in these assays?
Bcl-B Bim block: 1; Bcl-XL Bim block: -1; Bcl-2 Bim block: -3; ABCG2 block: 1; ABCB1 inh: 0.1; Bcl-W Bim block: 0; Bim-Bfl-1: -5; RGS8-Gao reg: 101; RGS4-Gao reg: 99; Mcl-1 Bim block: 1; RGS7-Gao reg: 109

Results for CC(C)COC(=O)C(C#N)c1nc2ccccc2nc1N1CCN(Cc2ccc3c(c2)OCO3)CC1 (stereo not drawn) ?
Bcl-B Bim block: -4; Bcl-XL Bim block: -2; Bcl-2 Bim block: -1; ABCG2 block: 4; ABCB1 inh: 2.5; Bcl-W Bim block: -2; Bim-Bfl-1: 0; RGS8-Gao reg: 101; RGS4-Gao reg: 102; Mcl-1 Bim block: -3; RGS7-Gao reg: 103

How did CC(=O)Nc1ccc(N2CCCCC2)cc1 do in these assays?
Bcl-B Bim block: -2; Bcl-XL Bim block: -1; Bcl-2 Bim block: -2; ABCG2 block: 1; ABCB1 inh: 0.2; Bcl-W Bim block: 0; Bim-Bfl-1: 0; RGS8-Gao reg: 103; RGS4-Gao reg: 102; Mcl-1 Bim block: -3; RGS7-Gao reg: 103

What do the screens show for `Cc1nc(C)c(CCNC(=O)c2ccccc2)s1`?
Bcl-B Bim block: -12; Bcl-XL Bim block: -10; Bcl-2 Bim block: -10; ABCG2 block: 2; ABCB1 inh: 0.2; Bcl-W Bim block: -6; Bim-Bfl-1: -13; RGS8-Gao reg: 100; RGS4-Gao reg: 99; Mcl-1 Bim block: -6; RGS7-Gao reg: 102

Results for CCOC(=O)c1cnc(-c2ccccc2)nc1C(F)(F)F ?
Bcl-B Bim block: -2; Bcl-XL Bim block: -1; Bcl-2 Bim block: -4; ABCG2 block: 7; ABCB1 inh: 0.4; Bcl-W Bim block: 0; Bim-Bfl-1: -4; RGS8-Gao reg: 100; RGS4-Gao reg: 101; Mcl-1 Bim block: -8; RGS7-Gao reg: 102

What do the screens show for `Cc1ccc(CN2CCN(Cc3cnc(N(C)C)s3)CC2CCO)o1` (stereo not drawn)?
Bcl-B Bim block: -7; Bcl-XL Bim block: -5; Bcl-2 Bim block: -10; ABCG2 block: 1; ABCB1 inh: 0.7; Bcl-W Bim block: -4; Bim-Bfl-1: -15; RGS8-Gao reg: 98; RGS4-Gao reg: 101; Mcl-1 Bim block: -3; RGS7-Gao reg: 98

How did CNC(=O)c1ccc(N(Cc2ccccc2C)S(C)(=O)=O)cc1 do in these assays?
Bcl-B Bim block: -12; Bcl-XL Bim block: -11; Bcl-2 Bim block: -11; ABCG2 block: 5; ABCB1 inh: 1.0; Bcl-W Bim block: -3; Bim-Bfl-1: -21; RGS8-Gao reg: 92; RGS4-Gao reg: 92; Mcl-1 Bim block: -4; RGS7-Gao reg: 92

What do the screens show for `Cc1ccc(NC(=O)c2ccc(OC(=O)COc3cccc(Cl)c3)cc2)cc1`?
Bcl-B Bim block: -1; Bcl-XL Bim block: 0; Bcl-2 Bim block: 1; ABCG2 block: 2; ABCB1 inh: 0.6; Bcl-W Bim block: -2; Bim-Bfl-1: 0; RGS8-Gao reg: 99; RGS4-Gao reg: 97; Mcl-1 Bim block: -2; RGS7-Gao reg: 99

What do the screens show for `CCN(CC)S(=O)(=O)c1ccc(NC(=O)c2cc(=O)[nH]c3ccccc23)cc1`?
Bcl-B Bim block: -5; Bcl-XL Bim block: -6; Bcl-2 Bim block: -6; ABCG2 block: 13; ABCB1 inh: -0.2; Bcl-W Bim block: -5; Bim-Bfl-1: -7; RGS8-Gao reg: 99; RGS4-Gao reg: 99; Mcl-1 Bim block: -3; RGS7-Gao reg: inconclusive

How did Cc1cc(NC(=O)CSc2ccc(-c3ccccc3)nn2)no1 do in these assays?
Bcl-B Bim block: -10; Bcl-XL Bim block: -10; Bcl-2 Bim block: -5; ABCG2 block: 19; ABCB1 inh: -0.1; Bcl-W Bim block: -1; Bim-Bfl-1: -15; RGS8-Gao reg: 103; RGS4-Gao reg: 102; Mcl-1 Bim block: -2; RGS7-Gao reg: 96

Results for Cc1ccc(-n2c(N)c(C(=O)Nc3c(C)n(C)n(-c4ccccc4)c3=O)c3nc4ccccc4nc32)cc1 ?
Bcl-B Bim block: -32; Bcl-XL Bim block: -21; Bcl-2 Bim block: -28; ABCG2 block: 8; ABCB1 inh: 2.6; Bcl-W Bim block: -17; Bim-Bfl-1: -16; RGS8-Gao reg: 96; RGS4-Gao reg: 98; Mcl-1 Bim block: -34; RGS7-Gao reg: 96

What do the screens show for `O=S(=O)(c1ccc(Oc2ccc(Cl)cc2)c(S(=O)(=O)N2CCCCC2)c1)N1CCCCC1`?
Bcl-B Bim block: -7; Bcl-XL Bim block: 0; Bcl-2 Bim block: -1; ABCG2 block: 2; ABCB1 inh: 0.9; Bcl-W Bim block: 0; Bim-Bfl-1: 1; RGS8-Gao reg: 98; RGS4-Gao reg: 89; Mcl-1 Bim block: 0; RGS7-Gao reg: 92
